# Assay outcomes as filed in PubChem BioAssay.
# PHOSPHO1 inh – blocks human PHOSPHO1 phosphatase activity; Q8TCT1; recombinant PHOSPHO1, absorbance phosphatase assay; inhibition, % at 13.3 µM; actives 1.1% (n = 290,000); AID 1565; in the data active means inhibition above about 60%
# MEKK2 WT-MEK5 – raises or lowers MEK5 binding to wildtype human MEKK2 PB1 domain; bead flow cytometry, Alexa488-MEK5 binding to MEKK2 WT; actives lie on both sides; actives 1.1% (n = 290,000); binding response (% of control), % at 10 µM; Q9Y2U5; in the data active means binding response below about 67% or above about 130%
# MEKK2 mut-MEK5 – signal of MEK5 binding to mutant human MEKK2 PB1 domain; bead flow cytometry, Alexa488-MEK5 binding to MEKK2 mutant; percent response, % at 10 µM; actives 0.35% (n = 290,000); AID 1530; in the data active means percent response above about 24%, passing the limit was not always enough; further: inactives centre near 1; some results filed as inactive read as strong as hits; reference of the scale not given here
# MEKK3 PB1 HTS – modulators (inhibitors or enhancers) of MEK5 binding to human MEKK3 PB1 domain. Q99759. bead-based flow cytometry, Alexa488-MEK5 binding to MEKK3; actives lie on both sides; 0 = blocked by unlabeled MEK5, 100 = vehicle. binding response (% of control), % at 10 µM. actives 1.4% (n = 290,000). AID 1529;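 active means binding response more than 3 SD above or below the average of its plate-row segment, actives on both sides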;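 further: Alexa488 bead fluorescence after subtracting the streptavidin-only scavenger bead signal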
# Target sequence (Q99759 whole entry, looked up, the tested form may be a part): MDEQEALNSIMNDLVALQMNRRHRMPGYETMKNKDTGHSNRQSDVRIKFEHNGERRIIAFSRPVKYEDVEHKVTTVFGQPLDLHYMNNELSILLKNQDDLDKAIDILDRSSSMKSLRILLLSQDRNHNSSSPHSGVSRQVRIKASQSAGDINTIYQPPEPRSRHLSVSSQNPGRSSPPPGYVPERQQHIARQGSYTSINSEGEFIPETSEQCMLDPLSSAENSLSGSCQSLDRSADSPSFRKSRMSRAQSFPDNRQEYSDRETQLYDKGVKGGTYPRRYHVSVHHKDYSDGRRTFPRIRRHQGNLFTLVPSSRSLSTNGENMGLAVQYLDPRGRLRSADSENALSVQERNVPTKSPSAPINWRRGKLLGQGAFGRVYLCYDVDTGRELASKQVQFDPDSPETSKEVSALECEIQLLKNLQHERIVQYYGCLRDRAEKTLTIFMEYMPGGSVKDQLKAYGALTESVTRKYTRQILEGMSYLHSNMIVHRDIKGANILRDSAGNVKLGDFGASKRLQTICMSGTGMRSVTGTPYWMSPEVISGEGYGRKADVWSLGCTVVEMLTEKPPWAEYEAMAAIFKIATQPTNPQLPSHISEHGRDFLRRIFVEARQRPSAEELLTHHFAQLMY
# GPR7 antag – blocks human GPR7 receptor signaling | GPR7-expressing cells, fluorescence antagonist assay | AID 1861 | actives 1.1% (n = 290,000) | inhibition, % at 4.4 µM; in the data active means inhibition above about 16%, passing the limit was not always enough;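 further: cells stimulated with the agonist NPW; 0% = agonist with vehicle and 100% = vehicle without agonist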
# PfM18AAP inh – PfM18AAP enzyme inhibition; recombinant PfM18AAP, H-Glu-NHMec fluorogenic cleavage; inhibition, % at 7.35 µM; actives 1.2% (n = 290,000); AID 1822;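 active means inhibition above the campaign mean inhibition over all tested compounds plus 3 SD, cut at about 28% in these data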;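 further: 0% = plate median of test compound wells and 100% = 2 mM ZnCl2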
# NALP1 yeast inh – inhibitors of NALP1 inflammasome in yeast; actives 0.61% (n = 280,000); inhibition, % at 10 µM; S. cerevisiae NALP1/ASC/caspase-1 growth, X-gal OD620, 72 h; in the data active means inhibition mostly above about 24%, no sharp cut-off; inactive means mostly below about 32%; further: some compounds called inactive have numbers as strong as hits
# DNA FID counter – counter-screen for HCV NS3 helicase inhibitors: DNA intercalator displacement. DNA fluorescent intercalator displacement, fluorescence. inhibition, % at 7.9 µM. actives 0.17% (n = 290,000). AID 1845; in the data active means inhibition above about 37%;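 further: 0% = vehicle and 100% = reference compound; higher means more ethidium bromide displaced from hairpin DNA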
# OXTR agonist – activates the human oxytocin receptor; AID 2435; P30559; CHO-OTR cells, Fluo-8 calcium fluorescence; normalized: DMSO 0%, oxytocin 100%; activation, % at 3 µM; actives 0.32% (n = 320,000);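 active means activation above the mean of all tested compounds plus 3 SD, cutoff set per screening run, cut at about 20% in these data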;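 further: peak over basal fluorescence ratio from a 100 s FLIPR kinetic read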
# Target sequence (P30559 whole entry, looked up): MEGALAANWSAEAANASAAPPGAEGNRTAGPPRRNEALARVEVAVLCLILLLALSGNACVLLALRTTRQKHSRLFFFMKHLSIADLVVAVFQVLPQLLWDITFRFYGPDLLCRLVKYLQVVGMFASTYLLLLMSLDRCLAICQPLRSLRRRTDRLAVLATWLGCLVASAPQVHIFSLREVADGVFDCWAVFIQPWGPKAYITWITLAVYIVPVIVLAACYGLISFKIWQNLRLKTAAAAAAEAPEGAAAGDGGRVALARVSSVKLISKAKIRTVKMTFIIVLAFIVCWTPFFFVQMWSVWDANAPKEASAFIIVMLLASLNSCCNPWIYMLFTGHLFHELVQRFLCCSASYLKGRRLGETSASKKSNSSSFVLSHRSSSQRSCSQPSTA
# An asterisk follows results filed as active; . = no result given; & = joins results of further samples; [ ] = dose if it differs, or a comment.
structure	GPR7 antag	PfM18AAP inh	OXTR agonist	MEKK3 PB1 HTS	MEKK2 WT-MEK5	DNA FID counter	PHOSPHO1 inh	MEKK2 mut-MEK5	NALP1 yeast inh
COCCCNC(=O)c1ccc(CS(=O)(=O)c2ccc(Br)cc2)o1	-2.7	-4.8	3.6	89.0	86.0	-5.3	-11.3	-4.0	-117.3
COc1ccc(C(=O)/C=C2/c3ccccc3CC(C)(C)N2C)cc1OC	-2.5	-7.0	-1.1	105.0	99.0	-11.0	0.7	-1.0	-3.0
Cc1cc(NC(=O)c2ccccc2Cl)c(C(C)C)cc1O	-13.1	1.8	0.2	101.0	98.0	-6.9	33.8	-3.0	13.4
CCOC(=O)C1=C(CSc2nc3c(cc2C#N)CCC3)OC(N)=C(C#N)C1c1ccccc1 (stereo unspecified)	16.9	15.8	2.0	91.0&118.0	96.0&101.0	-13.3	-12.4	-2.0&3.0	-2.4
O=C(Nc1nc2c(F)cc(F)cc2s1)C1COc2ccccc2O1 (stereo unspecified)	-11.7	6.8	-1.2	104.0	104.0	-9.4	41.6	7.0	.
CCCn1c(CN2CCN(C)CC2)nc2ccccc21	-3.5	-10.2	0.1	105.0	106.0	3.5	-2.7	1.0	30.9
CC(C#N)On1c(SC(C)C#N)nc2ccccc2c1=O (stereo unspecified)	-16.2	0.1	-0.7	99.0	96.0	-1.9	-7.5	0.0	-1.9
COc1cccc(S(=O)(=O)Nc2ccc(C(=O)N3CCCCCC3)cc2)c1	-7.1	-0.6	4.8	100.0	99.0	-23.4	5.5	3.0	-5.2
Cc1cccc(N(Cc2cc3ccccc3[nH]c2=O)C(=O)c2ccco2)c1C	.	.	-1.0	101.0	104.0	.	5.6	0.0	20.0
CCOc1ccccc1NC(=O)COC(=O)CNS(=O)(=O)c1ccc(C)cc1	-0.6	-14.1	-1.8	69.0	75.0	-10.2	-12.5	-5.0	-1.6
COCCCNC(=O)c1ccc2c(c1)OCO2	10.7	-6.7	0.6	67.0*[inhibitor]	73.0	2.7	0.2	-7.0	12.1
Cc1cc(C)n2c(Br)c(CN3CCCC(C)C3)nc2n1 (stereo unspecified)	5.7	-7.9	0.7	100.0	98.0	15.0	23.8	-5.0	1.0
O=C(CCNS(=O)(=O)c1cccs1)Nc1ccccc1F	11.9	-0.1	-1.2	95.0	98.0	-3.0	-1.9	-4.0	1.2
O=C(O)C(F)(F)C(NCc1ccccc1)c1ccccc1 (stereo unspecified)	-3.1	-5.4	0.5	105.0	104.0	-1.7	-9.8	0.0	.
CNc1nnc(-c2cc3ccccc3oc2=O)s1	7.8	-4.4	-0.4	108.0	104.0	5.4	28.8	1.0	6.0
Cc1ccc(-c2ccc(=O)n(CC(=O)NCCN3C(C)CCCC3C)n2)cc1 (stereo unspecified)	-8.0	4.9	-1.0	103.0	112.0	4.9	36.9	6.0	9.2
CCOc1ccc(C(=O)Nc2cc(NC(=O)c3ccc(OCC)c(Cl)c3)cc(C(=O)O)c2)cc1Cl	-22.0	5.8	.	103.0	88.0	-9.1	34.9	-10.0	4.8
O=C(NC1CCCC1)C(c1cccnc1)N(C(=O)c1ccco1)c1cccc(F)c1 (stereo unspecified)	-3.6	-7.9	-1.6	102.0	104.0	-24.6	11.0	6.0	1.1
Nc1ccc(S(=O)(=O)Nc2ccc(Cl)nn2)cc1	-8.2	1.1	-0.1	91.0	88.0	0.5	15.7	-5.0	2.9
COCC(C)n1c(C)cc(C(=O)CSc2nc(C)c(C)c(C)n2)c1C (stereo unspecified)	-16.4	10.5	1.2	106.0	100.0	-31.8	24.8	-3.0	.
CSc1nc(-c2ccco2)nn1C(=O)c1ccccc1	-1.4	-2.4	0.1	100.0	99.0	1.6	22.8	2.0	-14.0
O=C(O)CSCNC(=O)CC12CC3CC(CC(C3)C1)C2	-11.7	-1.9	0.0	99.0	105.0	1.4	33.1	-2.0	25.6
CCOc1cc(NC(=S)NCCCN2CCOCC2)c(OCC)cc1NC(=O)c1ccc(C)cc1	-13.4	-2.6	0.9	100.0	101.0	7.5	11.7	-7.0	-6.7
CC(Sc1nc(-c2ccccc2)cc(C(F)(F)F)n1)C(=O)N1CCCC1 (stereo unspecified)	-5.1	8.0	-0.1	104.0	102.0	-5.8	-0.6	8.0	25.1
COc1cc(C(=O)Oc2cccc(C(=S)N3CCOCC3)c2)cc(OC)c1OC	-15.7	7.7	-0.5	100.0	102.0	-39.4	.	7.0	-1.3
CCOC(=O)/C(C#N)=C/c1ccc(N2CCN(Cc3ccccc3)CC2)cc1	20.2	-0.9	5.0	104.0	113.0	1.3	-14.5	8.0	33.5
O=C(O)c1cccc(Nc2nc(-c3ccccc3)nc3ccccc23)c1	-10.6	1.4	-0.1	104.0	102.0	-21.5	.	1.0	-12.5
O=C(CSc1ccc2nnc(-c3ccncc3)n2n1)NCC1CCCO1 (stereo unspecified)	-14.9	2.7	0.2	103.0	105.0	-7.0	51.7	-2.0	11.5
C=CCn1c(SCc2ccc(C#N)cc2)nnc1-c1cccc(OC)c1	-0.6	3.1	0.7	102.0	105.0	-36.9	12.7	3.0	6.0
Cc1cc(S(=O)(=O)NC2CCN(Cc3ccccc3)CC2)c(C)cc1Cl	-10.8	8.4	5.7	102.0	113.0	9.6	10.6	3.0	10.4

# Looked up by compound from the entries so far:
structure	GPR7 antag	PfM18AAP inh	OXTR agonist	MEKK3 PB1 HTS	MEKK2 WT-MEK5	DNA FID counter	PHOSPHO1 inh	MEKK2 mut-MEK5	NALP1 yeast inh
CCOc1cc(NC(=S)NCCCN2CCOCC2)c(OCC)cc1NC(=O)c1ccc(C)cc1	-13.4	-2.6	0.9	100.0	101.0	7.5	11.7	-7.0	-6.7
O=C(O)c1cccc(Nc2nc(-c3ccccc3)nc3ccccc23)c1	-10.6	1.4	-0.1	104.0	102.0	-21.5	.	1.0	-12.5
O=C(CSc1ccc2nnc(-c3ccncc3)n2n1)NCC1CCCO1 (stereo unspecified)	-14.9	2.7	0.2	103.0	105.0	-7.0	51.7	-2.0	11.5

# Continuation.
structure	GPR7 antag	PfM18AAP inh	OXTR agonist	MEKK3 PB1 HTS	MEKK2 WT-MEK5	DNA FID counter	PHOSPHO1 inh	MEKK2 mut-MEK5	NALP1 yeast inh
COc1ccccc1C(=O)NNC(=O)Cc1ccccc1	-6.0	1.3	0.6	102.0	101.0	-6.6	36.2	0.0	-13.2
CSc1cc(C)n(-c2ccc(Cl)cc2)c(=S)c1C(C)=O	4.7	6.6	0.0	104.0	104.0	-9.6	39.5	5.0	-13.8
NC(=O)CC1C(=O)N(c2ccc(F)cc2)C(=O)N1NC(=O)CCc1ccccc1 (stereo unspecified)	4.6	-1.5	0.4	105.0	101.0	-1.4	48.4	0.0	-0.3
CCOC(=O)c1sc(=S)n(C)c1NC(=O)c1ccc(C(C)(C)C)cc1	-17.2	6.7	2.6	102.0	98.0	-17.8	-2.6	-4.0	3.2
Clc1ccccc1-c1ncc2ccccn12	-23.7	2.6	0.3	92.0	87.0	1.4	60.9*	-7.0	-12.4
Cc1cc(C)cc(NC(=O)COC(=O)[C@@H](NC(=O)c2ccco2)C(C)C)c1	-1.3	1.4	0.0	84.0	83.0	-22.8	8.6	-11.0	-8.7
CN1CCN(c2ccc(NC(=O)c3ccc4c(c3)OCO4)cc2)CC1	-12.3	10.0	0.1	100.0	104.0	7.4	0.6	4.0	9.0
CCC(CC)NC(=O)COC(=O)c1ccc(OCc2ccc(C(C)=O)cc2OC)c(OC)c1	-12.6	1.9	0.0	97.0	98.0	-42.5	-9.3	-2.0	21.8
COCCN(CC(=O)NCC1CCCO1)C(=O)CCC(=O)Nc1cc(C)on1 (stereo unspecified)	-8.4	-7.1	0.8	103.0	105.0	-2.1	-25.9	4.0	-8.8
CCc1ccc(/C=N\NC(=O)c2ccc(Br)o2)s1	-10.7	0.3	-1.8	104.0	102.0	-6.8	11.7	1.0	16.8
Cc1ccc2oc(-c3cccc(NC(=O)c4ccccn4)c3)nc2c1	-19.4	4.3	-2.0	110.0	114.0	-22.4	.	7.0	.
CC(=O)c1cccc(CN2CCC(n3nccc3NC(=O)CCCc3ccccc3)CC2)c1	-4.0	-0.1	0.4	102.0	106.0	5.4	-7.5	7.0	10.9
CCc1nnc(NC(=O)CCCSc2nc3ccccc3[nH]2)s1	-9.8	0.2	-0.6	100.0	91.0	-6.8	-2.1	-9.0	6.7
CCc1ccc(CCC(=O)Nc2ncc(Cc3ccccc3Cl)s2)o1	1.2	0.1	2.0	163.0*	113.0	-4.1	-6.2	1.0	27.1
COc1ccc(C(O)c2nccn2Cc2ccccc2)cc1OC (stereo unspecified)	-6.7	3.3	6.2	106.0	106.0	-2.7	34.3	3.0	12.6
CCC(NC(=O)c1ccccc1NC(=O)c1ccccc1)C(=O)NNC(=O)CSc1nc2ccccc2o1 (stereo unspecified)	-9.4	8.8	-1.2	99.0	100.0	-19.1	-3.3	-2.0	4.5
CCOC(=O)C1CCN(C(=O)CCc2ccc(S(=O)(=O)NCC(C)C)cc2)CC1	-8.0	4.0	-1.7	114.0	113.0	-35.8	60.0*	26.0*	8.8
COc1ccc(C(=O)N(CC2CCCO2)C(C(=O)NCCC(C)C)c2ccc(C)cc2)cc1OC (stereo unspecified)	-6.8	-8.4	-2.1	132.0*	111.0	-37.1	-14.7	2.0	-35.8
COc1ccc(NC(=O)C2C3C=CC(O3)C2C(=O)O)cc1 (stereo unspecified)	-12.9	7.8	0.9	103.0	104.0	4.6	.	5.0	6.7
COc1cc(COc2ccc3c(C)c(Cc4ccccc4)c(=O)oc3c2C)cc(OC)c1OC	4.8	4.4	1.3	97.0	96.0	2.4	50.3	-6.0	13.9
Cc1oc2c(C)c3oc(=O)c4c(c3cc2c1C)CCCC4	0.2	-5.9	-1.3	111.0	93.0	-3.3	-5.5	-7.0	-4.4
COc1cccc(/C=C/C(=O)OCCN2C(=O)c3ccccc3C2=O)c1	-1.7	-11.3	-1.3	97.0	101.0	-28.0	27.3	1.0	22.1
C=CCOc1cccc(NC(=O)c2ccccc2SC)c1	8.3	9.0	-2.5	115.0	110.0	-17.2	8.1	0.0	5.2
CC(=O)c1cccc(NC(=O)CN(c2ccccc2F)S(C)(=O)=O)c1	-2.2	0.9	1.2	97.0	98.0	-14.1	6.7	4.0	33.9
O=C(O)Cc1sc(NCc2ccco2)nc1-c1ccccc1	4.5	7.8	0.0	76.0	75.0	-4.5	7.2	-14.0	2.4
Cc1ccc(SCC(=O)Nc2cc([N+](=O)[O-])ccc2O)cc1	-3.5	2.4	17.8	105.0	101.0	-0.1	40.8	-1.0	-4.3
CCCOCC1CC(CCc2nc(=S)[nH][nH]2)C(=O)O1 (stereo unspecified)	-8.2	25.6	0.2	97.0	101.0	-7.0	31.1	1.0	3.1
Cc1cc(=O)n(C)c(=O)n1CCCCCN1CCCC1	-15.1	3.2	0.3	114.0	108.0	2.2	-10.9	11.0	-21.1
CC1=C(C#N)C(c2ccc(O)cc2)C2=C(CC(C)(C)CC2=O)N1 (stereo unspecified)	-2.3	0.8	-0.3	92.0	100.0	-4.1	14.0	-1.0	27.0
COc1cc(NC(=S)NCCc2ccccc2)c(OC)cc1NC(=O)C(C)C	-9.6	-7.7	0.0	112.0	108.0	-19.9	-24.7	4.0	.

# No enrichment for hits; about 6.2% have a hit in one of these screens.
